# MEX-5 binding – C. elegans MEX-5 TCR-2 RNA binding activity; Q9XUB2; MEX-5/FITC-TCR2 RNA binding, fluorescence polarization; active compounds read low; activity score (negative = inhibition of binding), % at 10 µM; hit rate 0.38% among 300,000;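 active = inhibition past about -25% in most replicates, and total fluorescence under double the plate's negative control median, limit read from the data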;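 also: 0% = DMSO and -100% = 5 µM competing unlabeled TCR2 RNA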
# Target sequence (Q9XUB2 whole entry, looked up): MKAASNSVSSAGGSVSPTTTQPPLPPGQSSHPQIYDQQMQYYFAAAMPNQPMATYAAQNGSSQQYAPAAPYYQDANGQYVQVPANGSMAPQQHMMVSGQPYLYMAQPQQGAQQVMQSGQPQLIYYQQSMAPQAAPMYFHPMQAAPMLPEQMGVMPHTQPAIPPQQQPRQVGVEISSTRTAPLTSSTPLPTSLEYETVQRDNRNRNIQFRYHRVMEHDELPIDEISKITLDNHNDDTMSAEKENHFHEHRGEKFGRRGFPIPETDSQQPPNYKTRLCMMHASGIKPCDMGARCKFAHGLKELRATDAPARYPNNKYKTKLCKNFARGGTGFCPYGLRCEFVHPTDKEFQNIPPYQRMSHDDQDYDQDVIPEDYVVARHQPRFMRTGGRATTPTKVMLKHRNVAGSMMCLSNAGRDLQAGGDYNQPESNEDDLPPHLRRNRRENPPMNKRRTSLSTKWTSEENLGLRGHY
# Fam108B counter – Fam108B inhibition, counter-screen for RBBP9 inhibitors | recombinant Fam108B, FP-Rh probe fluorescence polarization | inhibition, % at 9.51 µM | hit rate 0.33% among 300,000 | AID 1947;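 active = inhibition above the screen mean inhibition plus 3 SD, computed separately per campaign, cut at about 18% in these data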;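 also: inhibitors lower polarization as less probe binds the enzyme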
# AGP1-GFP MLPCN – alters AGP1-GFP fluorescence in TOR pathway yeast screen | S. cerevisiae AGP1-GFP multiplex flow cytometry, 3 h; GFP as percent of DMSO wells | GFP response vs DMSO, % at 10 µM | AID 2066 | hit rate 0.02% among 320,000;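 active = GFP response relative to DMSO above a set limit, near screen average plus 3 SD, cut at about 150% in these data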;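 also: median GFP channel fluorescence of the gated AGP1 strain per well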
# MCL1-BIM inh – MCL1-BIM-BH3 interaction inhibition (human) | Q07820 | GST-MCL1 / FITC-Bim-BH3 fluorescence polarization | inhibition, % at 10.9 µM | hit rate 0.68% among 320,000 | AID 2057;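 active = inhibition above the mean inhibition of all tested compounds plus 3 SD, set per campaign, cut at about 40% in these data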;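 also: 0% = DMSO wells and 100% = unlabeled Bim-BH3 peptide control; higher means more loss of mP so more displacement of Bim peptide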
# Target sequence (Q07820 whole entry, looked up): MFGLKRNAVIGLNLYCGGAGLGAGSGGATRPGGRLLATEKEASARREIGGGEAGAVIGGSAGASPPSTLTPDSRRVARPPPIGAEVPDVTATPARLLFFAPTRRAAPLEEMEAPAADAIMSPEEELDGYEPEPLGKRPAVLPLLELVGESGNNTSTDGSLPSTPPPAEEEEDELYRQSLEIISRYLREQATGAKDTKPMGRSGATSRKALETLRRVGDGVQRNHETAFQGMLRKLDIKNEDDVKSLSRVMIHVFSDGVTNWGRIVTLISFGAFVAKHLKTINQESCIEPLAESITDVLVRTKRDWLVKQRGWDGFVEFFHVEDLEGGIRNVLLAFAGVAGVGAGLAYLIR
# GRK2 inh – blocks RNA aptamer binding to human GRK2. hit rate 0.59% among 330,000. bead flow cytometry, FAM-aptamer displacement from GRK2. AID 488847. inhibition of aptamer binding, % at 10 µM;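 active = inhibition of aptamer binding above 40%, roughly 3 SD of noise, on plates passing a quality check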;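 also: median bead fluorescence of bound FAM aptamer so fluorescent compounds give negative values; no value below 0 was filed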
# VLA-4 inh – inhibition in a human VLA-4 binding assay; inhibition, % (about 7 µM as worked out from the volumes in the protocol); AID 2557; hit rate 0.2% among 330,000; VLA-4 expressing cells, ligand binding flow cytometry; P13612; in the data active = inhibition above about 50%
# CIT2-GFP yeast – alters CIT2-GFP fluorescence in TOR pathway yeast screen | GFP response vs DMSO, % at 10 µM | S. cerevisiae CIT2-GFP strain, flow cytometry, 3 h; 100 means same as DMSO wells | hit rate 0.065% among 320,000;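 active = GFP response relative to DMSO above a set limit, near the screen mean plus 3 SD, cut at about 150% in these data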;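 also: ratio of well median GFP fluorescence to mean of DMSO wells on the plate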
# GLD-1 RNA inh – GLD-1-TGE RNA interaction inhibition (C. elegans); Q17339; purified GLD-1 + fluorescein TGE RNA, fluorescence polarization; inhibition, % at 5.96 µM; hit rate 0.44% among 320,000; AID 2280;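 active = percent inhibition above a per-plate cutoff, the plate mean of test compounds plus 3 SD, cut at about 30% in these data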;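 also: 0% = DMSO wells with GLD-1 and probe and 100% = wells lacking GLD-1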
# Bcl-xL primary – inhibitors of human Bcl-xL | inhibition, % at 10.9 µM | hit rate 0.7% among 320,000 | GST-Bcl-xL / FITC-Bim BH3 peptide fluorescence polarization;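 active = inhibition above the mean of all tested compounds plus 3 SD, cutoff set per campaign, cut at about 30% in these data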;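 also: 0% = DMSO wells and 100% = unlabeled Bim-BH3 peptide competitor; inhibitors lower millipolarization by displacing the labeled peptide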
# Target sequence (Q07817 whole entry, looked up): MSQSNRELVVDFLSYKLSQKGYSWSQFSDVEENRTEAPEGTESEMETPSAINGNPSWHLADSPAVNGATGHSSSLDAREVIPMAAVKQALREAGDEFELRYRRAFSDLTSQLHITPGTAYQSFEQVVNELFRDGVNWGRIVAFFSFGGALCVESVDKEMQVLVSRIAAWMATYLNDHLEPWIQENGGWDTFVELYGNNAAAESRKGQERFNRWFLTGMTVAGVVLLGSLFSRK
# An asterisk follows results filed as active; . = no result given.
molecule	AGP1-GFP MLPCN	GLD-1 RNA inh	GRK2 inh	Fam108B counter	MEX-5 binding	MCL1-BIM inh	VLA-4 inh	Bcl-xL primary	CIT2-GFP yeast
CCN(CCCNC(=O)COc1cc(=O)n(CC)c2ccccc12)c1ccccc1	108.5	3.8	0.0	0.7	1.7	3.8	9.1	7.5	102.3
O=C(COc1ccc(Cl)cc1)N1CCN(S(=O)(=O)c2ccccc2)CC1	96.2	-2.3	0.0	3.8	1.3	5.3	-0.3	-2.4	95.3
NC(=O)NCCCC(=O)O	106.4	8.4	0.0	-1.2	.	-0.9	-11.2	-1.8	103.0
CC(=O)Nc1ccc(S(=O)(=O)NCCC(=O)OCc2ccccc2F)cc1	94.0	3.0	1.0	.	.	-4.2	0.0	-6.4	91.6
COc1ccc(OC)c(S(=O)(=O)N2CCC(C(=O)N3CCOCC3)CC2)c1	101.1	3.1	1.0	1.0	0.4	1.2	8.0	-1.4	87.5
CCCn1c(=O)n(C)c(=O)c2c(SCc3cc(C(C)=O)ccc3OCC)nc(C3CC3)nc21	95.1	4.2	0.0	-5.6	0.7	-9.0	0.0	-8.7	86.8
Cc1ccc(CN2CCN(Cc3ccc4cc(F)ccc4n3)CC2CCO)o1 (centres undefined)	99.8	0.9	0.0	3.3	0.2	6.3	-0.3	8.2	91.7
CC(CNC(=O)C(=O)NC(C)CCc1ccccc1)Cc1ccccc1 (centres undefined)	96.1	0.3	3.0	-2.2	-0.7	-0.4	7.8	2.2	103.5
CNc1cnn(-c2ccc(C)cc2)c(=O)c1Cl	101.3	-2.1	0.0	-1.1	2.1	-4.1	1.8	1.5	98.7
Cc1cccc(N(CC(=O)NC(C)(C)C)C(=O)CCC(=O)Nc2ccccn2)c1	104.3	6.0	3.0	-2.2	-1.8	3.2	-7.0	-0.8	107.1
COc1ccc(C(=O)C2CCCN(Cc3cccn3-c3ccccn3)C2)c(C)c1 (centres undefined)	94.5	6.0	0.0	3.9	0.0	-0.7	-1.7	1.1	97.1
CCOC(=O)c1cnn(-c2cc(C)cc(C)c2)c1N	97.8	1.2	1.0	-0.8	0.8	0.5	6.2	8.2	90.1
Cc1ccc(-c2ccc(=O)[nH]n2)cc1	97.3	7.3	0.0	3.5	1.4	8.9	1.3	5.0	91.4
Nc1ccc(O)c2c1C(=O)c1ccccc1C2=O	92.0	82.0*	41.0*	53.0*	-8.5	157.8*	-41.7	122.9*	110.0
Cc1ccc(S(=O)(=O)N2CCC(C(=O)Nc3ccc(C(C)C)cc3)CC2)cc1	94.8	1.9	4.0	.	.	-6.6	14.1	-1.7	92.7
O=C(CSc1nc(-c2ccccc2)cc(=O)[nH]1)Nc1ccccc1	94.7	3.8	0.0	-1.5	0.5	15.9	16.8	7.5	95.9
COc1ccc(/C(N)=N/OC(=O)CCc2ccccc2)cc1	92.2	1.6	0.0	-0.2	0.5	1.4	10.2	-1.4	100.1
CC1(C)CC(=O)C(C=NCC(N)=O)=C(O)C1	101.3	-0.5	2.0	-1.8	0.5	2.5	4.4	-0.6	105.4
Cc1ccc(S(=O)(=O)Nc2n[nH]nc2C(=O)NC2CCCCC2)cc1	102.2	9.0	5.0	-0.7	1.7	-7.6	17.7	2.0	93.2
O=c1c2ccccc2oc2ccc(NCCCn3ccnc3)cc12	88.2	10.2	0.0	-1.3	-27.2*	27.4	10.9	24.0	72.4
CCOC(=O)c1c(S(=O)(=O)NCC(=O)Nc2ccccc2F)c(C)n(C)c1C	99.0	3.4	0.0	-6.3	-3.1	4.3	-1.0	4.0	96.8
CCN(CC)c1ccc(/C=N/NC(=O)c2ccoc2C)c(O)c1	106.0	2.7	2.0	1.2	-1.1	3.4	-7.0	-1.6	105.2
Cc1ccc(C)c(NC(=O)/C(C#N)=C/c2ccc(Sc3nncn3C)c([N+](=O)[O-])c2)c1	102.9	-10.9	3.0	-1.1	-4.0	-22.6	34.5	-51.1	106.2
Cc1ccc2c(c1)N(C(C)C(=O)NCCc1ccccc1)C(=O)CO2 (centres undefined)	103.4	1.0	0.0	-1.7	1.4	10.6	13.3	2.1	89.3
O=C(c1cccc(C(F)(F)F)c1)N1CCc2c([nH]c3ccccc23)C1C(F)(F)F (centres undefined)	107.0	1.4	4.0	-0.5	3.0	0.1	9.7	0.0	88.2
CCN(CC(=O)Nc1ccccc1OC)C(=O)c1ccc2[nH]c3c(c2c1)CC(C)CC3 (centres undefined)	98.3	5.5	4.0	.	.	-13.7	-46.3	-9.2	90.6
Cc1cc(C)nc(N2CCCC(C(=O)NCc3cccs3)C2)n1 (centres undefined)	102.2	1.2	0.0	-0.3	0.0	-0.9	5.5	-0.8	96.6
CCc1cc(=O)oc2cc(OC(C)=O)cc(OC(C)=O)c12	95.1	10.0	2.0	-2.0	2.0	3.7	4.0	3.9	96.3
CSCC[C@H](NC(=O)[C@@H]1Cc2ccccc2CN1)C(=O)Nc1ccc2c(c1)OCO2	105.0	3.0	1.0	3.2	-2.6	13.3	4.1	9.9	113.9
O=C(Nc1ccc(Cl)cn1)c1ccc2ccccc2n1	99.5	7.2	1.0	-3.8	-0.7	-3.4	3.9	-0.4	102.1
Cc1ccc(C(=O)NCC(=O)NCCCc2ccccc2)cc1	95.1	0.8	0.0	-3.9	-0.1	-7.7	12.0	0.5	91.6
COc1cc(/C=C/C(=O)OCC(=O)N2CCCc3ccccc32)ccc1O	105.7	-0.1	3.0	.	.	.	-5.7	.	100.2

# Printed as active in GRK2 inh, of those listed so far:
Compound | AGP1-GFP MLPCN | GLD-1 RNA inh | GRK2 inh | MEX-5 binding | MCL1-BIM inh | VLA-4 inh | Bcl-xL primary | CIT2-GFP yeast
Nc1ccc(O)c2c1C(=O)c1ccccc1C2=O | 92.0 | 82.0* | 41.0* | -8.5 | 157.8* | -41.7 | 122.9* | 110.0

# (next part)
molecule	AGP1-GFP MLPCN	GLD-1 RNA inh	GRK2 inh	Fam108B counter	MEX-5 binding	MCL1-BIM inh	VLA-4 inh	Bcl-xL primary	CIT2-GFP yeast
O=C1CC(N2CCN(c3ccccc3)CC2)C(=O)N1c1ccc2c(c1)OCCO2 (centres undefined)	101.5	-4.9	0.0	-5.4	.	5.2	1.4	4.3	92.8
O=C(CN1c2cccc3cccc(c23)S1(=O)=O)NCc1ccc2c(c1)OCO2	98.2	4.6	0.0	-0.9	-3.0	-0.4	9.1	-1.2	101.7
O=C1NC(=S)S/C1=C\c1coc2ccc(O)cc2c1=O	98.2	-7.5	5.0	-0.9	-3.1	0.7	-2.6	13.5	99.0
COc1ccc(-c2nnc(COc3ccc(Br)cc3C)o2)cc1	91.1	6.3	0.0	-5.8	1.5	8.9	2.9	8.4	97.3
O=S(=O)(Cc1ccc(Cl)cc1)C1CCCCC1O (centres undefined)	116.0	-1.5	0.0	2.7	2.4	8.3	10.2	7.4	108.2
CC(=O)Nc1ccc(S(=O)(=O)N(C)CC(=O)Nc2ccccc2N2CCCC2)cc1	105.5	11.8	0.0	0.3	-1.1	-4.2	6.6	2.8	99.5
O=C(COC(=O)CC1CC2CCC1C2)Nc1c(F)cccc1F (centres undefined)	94.5	4.8	3.0	-5.3	0.5	4.7	0.2	3.2	91.0
CC(=O)c1ccc(NC(=S)N2CCN(c3ccccn3)CC2)cc1	79.8	-0.1	0.0	-3.5	0.1	12.4	3.0	1.0	86.4
O=C(COC(=O)COc1ccc(Cl)cc1Br)NC1CCCCCC1	98.1	2.2	1.0	.	.	2.1	8.5	2.6	97.4
COc1ccc(/C=N/NC(=O)CCc2ccccc2)cc1O	101.0	8.2	2.0	-2.6	0.7	2.1	0.1	8.7	108.6
O=C(NC1CCCc2ccccc21)C12CC3CC(CC(O)(C3)C1)C2 (centres undefined)	98.1	8.7	0.0	2.6	0.4	1.4	0.0	3.2	95.9
O=C(NCCO)c1cc2c(s1)CCC2	100.0	0.1	1.0	-1.7	0.3	2.1	-9.1	7.1	125.8
O=C(Nc1ccc(F)cc1)c1ccc(NC(=O)C2CCCO2)cc1 (centres undefined)	95.7	2.6	0.0	0.6	1.3	5.4	11.7	2.6	104.2
CCCCCCN1C=CC=C/C1=C\C=C(C#N)C#N	101.3	-65.0	0.0	13.7	-4.8	-40.7	3.7	-22.3	97.8
CCN1CCN(c2ccc(NC(=O)c3ccc4c(c3)[nH]c(=O)n4Cc3ccc(F)cc3)cc2)CC1	99.5	-6.9	0.0	3.7	-2.0	5.4	-8.2	6.7	94.4
O=[N+]([O-])c1ccc(N/N=C/c2ccccc2)cc1	.	-3.2	1.0	5.1	0.7	-21.4	-3.6	-10.9	.
COc1ccc(C)cc1S(=O)(=O)N1CCCCCC1	99.5	1.3	0.0	0.1	0.6	5.5	2.0	4.4	106.2
COc1ccccc1C(=O)Nc1ccccc1C(=O)NC1CCCCC1	95.3	7.0	2.0	-4.4	1.5	3.4	-3.9	7.2	93.2
Cc1cccc2cc(CN(Cc3ccccc3)C(=S)NCCCN(C)C)c(=O)[nH]c12	99.4	7.3	0.0	-2.6	1.2	-3.3	13.7	-1.2	106.3
NS(=O)(=O)c1ccc(CCNC(=O)COC(=O)c2ccc([N+](=O)[O-])o2)cc1	99.9	2.3	0.0	.	.	.	22.3	.	109.0
Clc1ccc(CNc2ncccn2)cc1	95.0	.	0.0	.	1.4	.	4.4	.	94.2
COc1cc(C(=O)Nc2ccc(Br)cc2C(=O)c2cc(OC)c(OC)c(OC)c2)cc(OC)c1OC	94.3	11.4	0.0	3.9	-2.5	7.0	6.4	4.4	88.1
Cn1c(N)c(C(=O)COC(=O)C2(c3ccccc3F)CCCC2)c(=O)n(C)c1=O	103.8	1.4	2.0	-1.3	2.0	-11.0	1.0	-2.3	103.8
CN(/N=C/c1cccnc1)c1cnc2ccccc2n1	94.4	-5.3	0.0	-1.2	1.5	3.6	-2.4	6.8	83.8
COCCn1c(C)cc(C(=O)COc2ccc(C)nc2[N+](=O)[O-])c1C	107.0	8.2	5.0	3.3	-0.7	7.5	-3.6	8.2	103.1
N#Cc1cc2c(=O)n3ccccc3nc2n(-c2ccccc2Cl)c1=O	94.6	4.8	3.0	-0.3	-26.7*	13.5	-13.1	16.6	101.5
Cc1c(CCOC(=O)C23CC4(C)CC(C)(CC(C)(C4)C2)C3)sc[n+]1CC(=O)c1ccccc1	98.9	0.9	0.0	1.3	-2.1	3.7	1.8	4.6	99.1
O=C(/C(=C/O)N=Nc1ccccc1Cl)c1ccccc1	96.2	-10.9	0.0	1.2	2.2	-3.7	7.3	-2.6	.
COc1ccc(C(=O)NC2CC(C)(C)Cc3c2cnn3-c2ccccc2C)o1 (centres undefined)	96.5	-5.7	0.0	0.2	0.5	0.1	-7.5	0.7	106.7
CCCc1cc(=O)n2[nH]c(NCc3ccc(OC)cc3)nc2n1	98.4	7.5	0.0	0.3	-0.5	-5.5	2.2	-0.1	85.8
CCCCOc1ccc(-c2c(C#N)c(N)nc(SCC(N)=O)c2C#N)cc1	88.7	3.9	0.0	-10.5	-0.8	3.5	-1.1	3.1	96.6
Cc1ccccc1C(=O)Nc1nnc(CC(=O)N/N=C/c2ccco2)s1	102.5	1.0	0.0	0.0	-2.2	9.1	0.6	1.9	102.9

# Compound activity deposited in PubChem BioAssay by several laboratories.
